hERG WT inh: KCNH2 (human, wildtype) channel inhibition; Q12809; U2OS, BacMam KCNH2, thallium flux FluxOr; hits give low values; activity change, % at 1.84 µM; actives 0.37% (n = 340,000);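 active means maximum activity change below -70%; inconclusive means maximum activity change between -70% and -50%; inactive means maximum activity change above -50%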; further: on the % scale 0 is the no-effect control and ±100 the full control effect
Target sequence (Q12809 whole entry, looked up): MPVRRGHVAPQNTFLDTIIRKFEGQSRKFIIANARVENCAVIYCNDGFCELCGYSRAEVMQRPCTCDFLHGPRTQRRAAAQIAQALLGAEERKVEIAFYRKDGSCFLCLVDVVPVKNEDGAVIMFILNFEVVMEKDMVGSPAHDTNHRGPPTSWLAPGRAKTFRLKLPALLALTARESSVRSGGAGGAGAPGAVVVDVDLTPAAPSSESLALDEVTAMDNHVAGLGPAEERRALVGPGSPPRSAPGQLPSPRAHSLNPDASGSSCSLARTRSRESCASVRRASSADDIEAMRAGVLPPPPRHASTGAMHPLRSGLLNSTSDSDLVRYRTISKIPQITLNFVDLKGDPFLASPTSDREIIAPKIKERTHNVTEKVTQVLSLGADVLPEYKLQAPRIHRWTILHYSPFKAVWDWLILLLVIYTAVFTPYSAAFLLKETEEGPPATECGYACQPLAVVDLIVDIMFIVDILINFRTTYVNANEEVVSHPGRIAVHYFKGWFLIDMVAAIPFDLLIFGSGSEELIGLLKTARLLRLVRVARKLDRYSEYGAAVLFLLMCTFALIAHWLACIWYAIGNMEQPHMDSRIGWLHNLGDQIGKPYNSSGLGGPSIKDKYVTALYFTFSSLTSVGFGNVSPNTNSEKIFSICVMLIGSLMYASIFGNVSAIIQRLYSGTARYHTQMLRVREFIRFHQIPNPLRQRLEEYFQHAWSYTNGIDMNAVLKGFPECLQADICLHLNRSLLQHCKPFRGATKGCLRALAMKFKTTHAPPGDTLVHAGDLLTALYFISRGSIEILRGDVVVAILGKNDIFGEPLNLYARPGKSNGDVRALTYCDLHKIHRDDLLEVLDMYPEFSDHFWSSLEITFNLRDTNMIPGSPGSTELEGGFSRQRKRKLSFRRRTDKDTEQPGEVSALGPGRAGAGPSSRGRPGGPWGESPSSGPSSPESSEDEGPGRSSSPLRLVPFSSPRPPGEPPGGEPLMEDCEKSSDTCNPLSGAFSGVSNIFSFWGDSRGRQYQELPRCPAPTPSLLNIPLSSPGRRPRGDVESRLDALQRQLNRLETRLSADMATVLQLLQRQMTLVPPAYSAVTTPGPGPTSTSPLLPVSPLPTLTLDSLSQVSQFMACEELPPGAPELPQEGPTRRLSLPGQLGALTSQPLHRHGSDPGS
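U2OS cells transduced with wild-type KCNH2 virus are loaded with FluxOr dye for 45 min, and thallium flux is measured in kinetic reads before and after stimulation buffer. Rate constants are normalized to DMSO controls.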
S-ASM inh: blocks human secretory acid sphingomyelinase; placental ASM, HMU-PC fluorogenic substrate, 60 min; AID 504937; P17405; Potency, µM (top dose mostly 57.5 µM), inactives show at the highest dose activity change, negative = inhibition, most hits filed as inhibitors; actives 0.006% (n = 340,000); further: potency means the concentration at half of the fitted maximal effect
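Human placenta-derived ASM preincubated with compound 10 min at room temperature, then reacted with 9 uM (final) fluorogenic HMU-PC substrate for 60 min at 37 C. Stop solution raises pH to 10; fluorescence read at Ex 386/Em 447 nm.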
GALK inh: galactokinase (human) inhibition; P51570; AID 1868; actives 0.007% (n = 270,000); Purified GALK, Kinase-Glo residual ATP luminescence; Potency, µM (series often up to 57.5 µM), without a hit: top-dose activity change, negative = inhibition, usual class: inhibitors; further: potency means the concentration at half of the fitted maximal effect; on the % scale 0 is the no-effect control and ±100 the full control effect
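The enzyme phosphorylates galactose (100 uM) using ATP (35 uM); inhibition is detected as higher residual ATP, quantified by bioluminescence after 1 h reaction at room temperature, pH 8.0.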
Integrin act MD: activates integrin-mediated alleviation for muscular dystrophy. actives 0.064% (n = 350,000). Potency, µM (series often up to 38.3 µM), for the others: top-dose activation, most hits filed as activators. alpha7betagal myoblasts, beta-gal FDG fluorescence, 48 h;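 further: potency means the concentration at half of the fitted maximal effect; 100% = response of the positive control SU9516; nearly all actives have a fitted effect of over 60% in size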
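Alpha7betagal+/- myoblasts (passage 13) were plated 16-24 hr, then exposed to compounds (1:260 dilution of DMSO stock) for 48 hours at 37C. After MPER lysis, β-galactosidase reporter activity was read as FDG fluorescence (ex 480/em 540) after 30 minutes.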
MLL CXXC-DNA inh: inhibitors of human MLL CXXC domain-DNA interaction. Potency, µM (highest dose often 115 µM), for inactives: at the top dose activity change, negative = inhibition, hits mostly inhibitors. AID 2662. actives 0.037% (n = 290,000). MLL-CXXC / FITC-HOXA9 DNA fluorescence polarization; active means well fitted inhibition curve with a large enough effect in the polarisation, with a control signal flat, not every such curve was filed as active; inconclusive means small, poorly fitted or top-dose-only effect, or effect the other way, or a change in a side signal; inactive means no such curve, though single readings can be large or run the other way; the % refers to the polarisation; further: potency means the concentration at half of the fitted maximal effect
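Steps: dispense CXXC domain solution (7 uM) → pin compounds or unlabeled HOX-A9 DNA control → 5 min ambient → add FLSN-HOX-A9 solution (50 nM) → spin → 30 min ambient → fluorescence polarization. Tris pH 7.5/NaCl/DTT/BSA buffer.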
TRPV1 ag: agonists of human vanilloid receptor 1 (TRPV1). Q8NER1. TRPV1-expressing cells, Fluo-8 calcium influx, agonist mode. activation, % at 8.33 µM. actives 0.19% (n = 320,000). AID 540275; in the data active means activation above about 80%; inconclusive means between about 30% and that limit; further: 0% is about no effect
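Cells expressing TRPV1 were dye-loaded with Fluo-8 and read kinetically: 10 s baseline, 3 min after compound (agonist portion), then 2 min after EC20 capsaicin (allosteric enhancer portion). Calcium-bound dye fluorescence at 480/520 nm.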
KCNH2 3.1 inh: inhibitors of human KCNH2 3.1 potassium channel isoform | U2OS KCNH2 3.1, thallium flux FluxOr; hits give low values | actives 0.95% (n = 340,000) | activity change, % (tested at about 1.8 µM) | AID 720553;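 active means maximum activity change below -70%; inconclusive means maximum activity change from -70% to -50%; inactive means maximum activity change above -50%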;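 further: thallium influx rate constant from kinetic fluorescence after stimulation buffer; on the % scale 0 is the no-effect control and ±100 the full control effect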
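Kinetic fluorescence (2 min after stimulation buffer) measures Tl+ influx through KCNH2 3.1 expressed by viral transduction in U2OS cells; the rate constant is normalized against DMSO controls serving as positive and negative references.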
A-T KAP1 phos: potential ataxia-telangiectasia treatment; […] A-T fibroblasts, KAP-1 phosphorylation AlphaLISA; neocarzinostatin DNA damage 30 min before lysis; Potency, µM (doses to about 57.5 µM), for the others: top-dose activation, most hits filed as activators; actives 0.19% (n = 320,000); AID 485349; further: potency means the concentration at half of the fitted maximal effect; % of control where 0% means no effect; nearly all actives have a fitted effect of over 45% in size
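ATM-like activity read as KAP-1 phosphorylation via AlphaLISA donor/acceptor antibody pairs after lysis and 6 hr at 25C. Cells were ATM-null patient fibroblasts ([…], hTERT), dosed 60 min, then exposed to the DSB inducer NCS for 30 min.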
FBPA coupling cs: inhibits coupling enzyme system, counter-screen for aldolase hits | AID 2472 | actives 0.67% (n = 290,000) | coupling enzyme system counterscreen, AmpLite Red fluorescence | activity change, negative = inhibition, % at 58.2 µM, hits read low; in the data active means activity change below about -30%; further: on the % scale 0 is the no-effect control and ±100 the full control effect
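Compounds tested against the coupling enzymes alone at 57.5 uM final; readout was AmpLite Red fluorescence (525/598 nm) after 20 min at RT.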
MBNL1 CUG block: MBNL1-poly(CUG) RNA binding inhibition; Q9NR56; TR-FRET MBNL1-His/biotin-(CUG)12 binding, 665/545 ratio; AID 2675; actives 0.036% (n = 280,000); Potency, µM (highest dose often 57.5 µM), for the others: at the highest dose activity change, negative = inhibition, most hits filed as inhibitors; active means well fitted inhibition curve with a large enough effect in the signal ratio, with a control signal flat, not every such curve was filed as active; inconclusive means small, poorly fitted or top-dose-only effect, or effect the other way, or a change in a side signal; inactive means no such curve, though single readings can be large or run the other way; the % refers to the signal ratio; further: potency means the concentration at half of the fitted maximal effect; on the % scale 0 is the no-effect control and ±100 the full control effect
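Compound titration spanned 92 nM–58 uM against the MBNL1-His/biotin-(CUG)12 complex. After 60 min at room temperature with 5 nM streptavidin-XL665 and 0.055 ng/ul terbium anti-His, ratiometric 665/545 nm emission (Ex 340 nm) normalized to controls.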
* marks the source's active call; other numbers are inactive results; [ ] = remark or other dose. Unless noted, the call rests on the fitted dose curve; in most records, active means well fitted curve in the direction sought with a large enough effect; inconclusive means small, poorly fitted or top-dose-only effect, or another doubt; inactive means no such curve, though single readings can be large; an effect the other way counts as inactive or inconclusive.

For Cn1c(SCc2ccc([N+](=O)[O-])cc2)nnc1-c1cccnc1 the results were hERG WT inh inactive, S-ASM inh -2%, GALK inh -2%, Integrin act MD inconclusive, MLL CXXC-DNA inh -27%, TRPV1 ag -2, KCNH2 3.1 inh -4, A-T KAP1 phos 3%, FBPA coupling cs 0 and MBNL1 CUG block inconclusive.
Cn1c(N)c(Sc2ccc(F)cc2)c(=O)n(C)c1=O was read as hERG WT inh 2, S-ASM inh -2%, GALK inh 0%, Integrin act MD 9%, MLL CXXC-DNA inh -1%, TRPV1 ag 4, KCNH2 3.1 inh -2, A-T KAP1 phos 10%, FBPA coupling cs -1 and MBNL1 CUG block 0%.
Cc1ccc(NC=C(S(=O)(=O)c2ccccc2)S(=O)(=O)c2ccccc2)c(C)c1 was read as hERG WT inh 9, S-ASM inh -1%, GALK inh -2%, Integrin act MD 11%, MLL CXXC-DNA inh -1%, TRPV1 ag 3, KCNH2 3.1 inh -5, A-T KAP1 phos 7%, FBPA coupling cs -3 and MBNL1 CUG block 6%.
`Cc1cc(C)c(NC(=O)CN(C)S(=O)(=O)c2ccc3c(c2)n(C)c(=O)c(=O)n3C)c(C)c1` gave hERG WT inh 6, S-ASM inh -1%, GALK inh -2%, Integrin act MD -30%, MLL CXXC-DNA inh 11%, TRPV1 ag 1, KCNH2 3.1 inh -9, A-T KAP1 phos 4%, FBPA coupling cs 1 and MBNL1 CUG block 0%.
For COC(=O)c1sccc1NC(=O)CSc1ccccc1NS(=O)(=O)c1ccc(F)cc1 the results were hERG WT inh -15, S-ASM inh -7%, GALK inh -5%, Integrin act MD -18%, MLL CXXC-DNA inh 3%, TRPV1 ag -1, KCNH2 3.1 inh -8, A-T KAP1 phos -5%, FBPA coupling cs 3 and MBNL1 CUG block -6%.
`CC(=O)NCCc1cc2cc(C)c(C)cc2[nH]c1=O` gave hERG WT inh -12, S-ASM inh 4%, GALK inh -1%, Integrin act MD 24%, MLL CXXC-DNA inh -4%, TRPV1 ag 9, KCNH2 3.1 inh 0, A-T KAP1 phos -3%, FBPA coupling cs 4 and MBNL1 CUG block 6%.
For Cc1ccc(C(C)C)c(OCC(=O)Nc2cccc(S(=O)(=O)NC3=NCCCCC3)c2)c1 the results were hERG WT inh 15, S-ASM inh -5%, GALK inh 4%, Integrin act MD -24%, MLL CXXC-DNA inh 13%, TRPV1 ag 5, KCNH2 3.1 inh -17, A-T KAP1 phos inconclusive and MBNL1 CUG block -10%.
For COc1ccc(C2N(Cc3ccccc3)CCN2Cc2ccccc2)cc1[N+](=O)[O-] the results were hERG WT inh -4, S-ASM inh -1%, GALK inh -1%, Integrin act MD 6%, MLL CXXC-DNA inh -6%, TRPV1 ag 6, KCNH2 3.1 inh 1, A-T KAP1 phos 1%, FBPA coupling cs -2 and MBNL1 CUG block 13%.
For C=C1CCN([C@@H](C)C(=O)OCc2ccc(C)cc2)S(=O)(=O)c2ccccc21 the results were hERG WT inh -2, S-ASM inh 3%, GALK inh -1%, Integrin act MD -9%, MLL CXXC-DNA inh 3%, TRPV1 ag 17, KCNH2 3.1 inh 26, A-T KAP1 phos 8%, FBPA coupling cs 0 and MBNL1 CUG block -3%.
`c1coc(-c2nn3c(Cn4nnc5ccccc54)nnc3s2)c1` gave hERG WT inh -4, S-ASM inh -1%, GALK inh -3%, Integrin act MD -22%, MLL CXXC-DNA inh -8%, TRPV1 ag 2, KCNH2 3.1 inh -15, A-T KAP1 phos -10%, FBPA coupling cs -5 and MBNL1 CUG block inconclusive.
Screening COc1ccccc1/C=C/C(=O)NC(=S)Nc1ccccn1 returned hERG WT inh 1, S-ASM inh 11%, GALK inh -3%, Integrin act MD -52%[inhibitor], MLL CXXC-DNA inh -5%, TRPV1 ag -4, KCNH2 3.1 inh -4, A-T KAP1 phos -2%, FBPA coupling cs -2 and MBNL1 CUG block 14%.
For O=C(NC1=NCCS1)C1CCCCC1 the results were hERG WT inh -8, S-ASM inh 0%, GALK inh -1%, Integrin act MD 6%, MLL CXXC-DNA inh 3%, TRPV1 ag 1, KCNH2 3.1 inh -4, A-T KAP1 phos 7%, FBPA coupling cs 0 and MBNL1 CUG block -4%.
COc1ccc(CNCCS(=O)(=O)NCc2ccccc2)cc1 was read as hERG WT inh 10, S-ASM inh 6%, Integrin act MD -5% and KCNH2 3.1 inh 4.
For CC1CC(=O)Nc2ccccc2N1C(=O)COc1cc(Cl)ccc1Cl (stereo not drawn) the results were hERG WT inh -13, S-ASM inh -3%, Integrin act MD 2%, TRPV1 ag 0, KCNH2 3.1 inh -3 and A-T KAP1 phos 9%.
Cc1cccc(OCC(=O)OCC(=O)N2CCCc3ccccc32)c1C was read as hERG WT inh -9, S-ASM inh -2%, Integrin act MD 11%, TRPV1 ag 1, KCNH2 3.1 inh 3 and A-T KAP1 phos -9%.
For CC(NC(=O)CNC(=S)N(Cc1cccs1)C1CCCC1)c1ccccc1 (stereo not drawn) the results were hERG WT inh 1, S-ASM inh -2%, GALK inh 0%, Integrin act MD -18%, MLL CXXC-DNA inh 6%, TRPV1 ag 19, KCNH2 3.1 inh -8, A-T KAP1 phos 1%, FBPA coupling cs 2 and MBNL1 CUG block 4%.
Screening Cc1cccc(C2c3[nH]c4ccccc4c3CCN2C(=O)CN2CCOC2=O)n1 (stereo not drawn) returned hERG WT inh 18, S-ASM inh 0%, GALK inh 2%, Integrin act MD -23%, MLL CXXC-DNA inh -2%, TRPV1 ag 2, KCNH2 3.1 inh 8, A-T KAP1 phos 2%[11.5 µM], FBPA coupling cs 4 and MBNL1 CUG block -4%.
Screening COc1cc(-c2cc(C(=O)NCc3ccco3)c3ccccc3n2)cc(OC)c1OC returned hERG WT inh -6, S-ASM inh -1%, GALK inh -1%, Integrin act MD -18%, MLL CXXC-DNA inh 6%, TRPV1 ag 6, KCNH2 3.1 inh 4, A-T KAP1 phos -1%, FBPA coupling cs 4 and MBNL1 CUG block 20%.
CCOC(=O)c1c2c3c(c(Cl)ccc3[nH]c1=O)C(=O)c1ccccc1-2 was read as hERG WT inh 1, S-ASM inh -17%, GALK inh -3%, Integrin act MD 19%, MLL CXXC-DNA inh -10%, TRPV1 ag 0, KCNH2 3.1 inh -11, A-T KAP1 phos -1%, FBPA coupling cs -6 and MBNL1 CUG block 23%.
CCc1noc(C)c1C(=O)NNC(=O)c1ccc(N(CC)CC)cc1 was read as hERG WT inh -6, S-ASM inh 3%, Integrin act MD -29%, TRPV1 ag 1, KCNH2 3.1 inh 5 and A-T KAP1 phos -3%.
CCCCCOC(=O)NCCOC(=O)Nc1ccc(C(=O)OCC)cc1 was read as hERG WT inh -1, S-ASM inh -6%, GALK inh 2%, Integrin act MD -35%, MLL CXXC-DNA inh -9%, TRPV1 ag inconclusive, KCNH2 3.1 inh -14, A-T KAP1 phos 7%, FBPA coupling cs 2 and MBNL1 CUG block -2%.
`O=C(O)Cn1nnc2ccccc21` gave hERG WT inh 11, S-ASM inh 4%, GALK inh -3%, Integrin act MD 31%, MLL CXXC-DNA inh -7%, TRPV1 ag -8, KCNH2 3.1 inh 2, A-T KAP1 phos 0%, FBPA coupling cs 2 and MBNL1 CUG block -8%.
Screening Cc1cccc(C)c1N=Nc1c(C)cc(O)cc1C returned hERG WT inh -20, S-ASM inh inconclusive, GALK inh 6%, Integrin act MD -11%, MLL CXXC-DNA inh -14%, TRPV1 ag 1, KCNH2 3.1 inh -15, A-T KAP1 phos inconclusive, FBPA coupling cs 1 and MBNL1 CUG block 3%.
`Cc1ccc(Cn2ccsc2=NC(=O)COC(=O)c2ccc(O)cc2O)cc1` gave hERG WT inh -3, S-ASM inh -2%, GALK inh -4%, Integrin act MD -18%, MLL CXXC-DNA inh 30%, TRPV1 ag 1, KCNH2 3.1 inh -10, A-T KAP1 phos 3%, FBPA coupling cs 2 and MBNL1 CUG block 1%.
`Cc1c(N)cccc1-c1nc2ccccc2[nH]1` gave hERG WT inh 38, S-ASM inh 4%, GALK inh 2%, Integrin act MD 0%, MLL CXXC-DNA inh 19%, TRPV1 ag -5, KCNH2 3.1 inh -9, A-T KAP1 phos 0%, FBPA coupling cs -3 and MBNL1 CUG block -18%.
Screening COc1ccc(-c2nc(SCC(=O)Nc3nccs3)c(-c3ccc(Cl)cc3)[nH]2)cc1 returned hERG WT inh 2, S-ASM inh inconclusive, Integrin act MD -13%, MLL CXXC-DNA inh 28%, TRPV1 ag -5, KCNH2 3.1 inh 5, A-T KAP1 phos 2%, FBPA coupling cs 0 and MBNL1 CUG block -51%.
Cc1cc([N+](=O)[O-])nn1CC(=O)NC1CCCCC1 was read as hERG WT inh -2, S-ASM inh 2%, GALK inh -1%, Integrin act MD 3%, MLL CXXC-DNA inh 6%, TRPV1 ag 7, KCNH2 3.1 inh 18, A-T KAP1 phos -7%, FBPA coupling cs 1 and MBNL1 CUG block 6%.
CCSc1nc(=S)n(Cc2ccccc2)c(C)c1C(C)=O was read as hERG WT inh -11, S-ASM inh -2%, Integrin act MD -9%, MLL CXXC-DNA inh 5%, TRPV1 ag 2, KCNH2 3.1 inh 2, A-T KAP1 phos 5%, FBPA coupling cs 2 and MBNL1 CUG block 0%[11.5 µM].
